From PubChem
KCNK9 inh – human KCNK9 channel inhibition. B-score at 10 µM. HEK293 KCNK9, FluxOR thallium flux fluorescence; active compounds read low. hit rate 1.2% among 310,000;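 active = ratio B-score over 3 SD below the library mean, with starting fluorescence within 5 SD of its mean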;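 also: negative B-score means less thallium flux so channel inhibition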
Target sequence (Q9NPC2 whole entry, looked up): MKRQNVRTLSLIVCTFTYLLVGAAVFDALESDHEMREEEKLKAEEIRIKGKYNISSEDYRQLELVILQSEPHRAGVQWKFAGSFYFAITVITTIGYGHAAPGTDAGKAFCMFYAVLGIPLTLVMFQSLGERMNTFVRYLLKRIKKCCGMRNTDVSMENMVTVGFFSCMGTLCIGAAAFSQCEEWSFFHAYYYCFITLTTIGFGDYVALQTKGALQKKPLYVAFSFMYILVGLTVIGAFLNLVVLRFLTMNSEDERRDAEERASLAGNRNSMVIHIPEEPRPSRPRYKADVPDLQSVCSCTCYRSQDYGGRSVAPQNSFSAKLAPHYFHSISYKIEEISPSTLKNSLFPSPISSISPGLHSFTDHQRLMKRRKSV
Dyrk1A ADPGlo – Dyrk1A (rat) kinase inhibition; Q63470; ADP-Glo luminescence, NFATc1 peptide; inhibition, % at 12.5 µM; hit rate 0.43% among 310,000; AID 504441; in the data active = inhibition above about 50%;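 also: plate controls were vehicle with enzyme for no effect and no enzyme for full effect; many of its hits are not listed in these tables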
TRPC4 agonist – TRPC4 (mouse) channel activation. Q9QUQ5. HEK293 TRPC4beta/mu-opioid, Fluo4 calcium fluorescence; active compounds read high. B-score at 10 µM. hit rate 0.49% among 310,000. AID 2237;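 active = B-score above 5 SD of library B-scores, and initial fluorescence ratio not above library mean plus 5 SD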;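 also: positive B-score marks a calcium rise read as TRPC4 activation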
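Assay system: HEK293 stable line with TRPC4beta plus mu-opioid receptor; schedule: 45 min room-temperature Fluo4 loading, 110 s read; technique: kinetic Fluo4 calcium fluorescence; evaluation: integrated baseline-normalised fluorescence ratio, converted to per-well B score; controls: buffer (low) and maximal DAMGO (high)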
TMEM16A inh – mouse TMEM16A channel inhibition, primary screen; Q8BHY3; HEK293 TMEM16A/YFP iodide influx fluorescence, ionomycin; normalized B-score (activity score, 25-100; higher = stronger inhibition) at 10 µM; hit rate 1.2% among 310,000;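 active = ratio plate-corrected score three or more library SD toward inhibition, starting fluorescence score within five deviations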;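 also: score derived from kinetic fluorescence span divided by baseline fluorescence per well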
HDAC3 inh – inhibitors of human histone deacetylase 3; O15379; recombinant HDAC3, fluorogenic peptide/trypsin coupled, fluorescence; inhibition, % at 8.3 µM; hit rate 0.15% among 320,000; AID 2718; in the data active = inhibition above about 26%, passing the limit was not always enough
KCNQ1 act – potentiates or activates the human KCNQ1 potassium channel; P51787; CHO-K1 KCNQ1, thallium flux FluxOR fluorescence; active compounds read high; B-score at 10 µM; hit rate 0.35% among 310,000; AID 2648;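 active = fluorescence ratio B-score, a plate-corrected score, at least three library SD, with initial intensity B-score within 5 SD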
Target sequence (P51787 whole entry, looked up): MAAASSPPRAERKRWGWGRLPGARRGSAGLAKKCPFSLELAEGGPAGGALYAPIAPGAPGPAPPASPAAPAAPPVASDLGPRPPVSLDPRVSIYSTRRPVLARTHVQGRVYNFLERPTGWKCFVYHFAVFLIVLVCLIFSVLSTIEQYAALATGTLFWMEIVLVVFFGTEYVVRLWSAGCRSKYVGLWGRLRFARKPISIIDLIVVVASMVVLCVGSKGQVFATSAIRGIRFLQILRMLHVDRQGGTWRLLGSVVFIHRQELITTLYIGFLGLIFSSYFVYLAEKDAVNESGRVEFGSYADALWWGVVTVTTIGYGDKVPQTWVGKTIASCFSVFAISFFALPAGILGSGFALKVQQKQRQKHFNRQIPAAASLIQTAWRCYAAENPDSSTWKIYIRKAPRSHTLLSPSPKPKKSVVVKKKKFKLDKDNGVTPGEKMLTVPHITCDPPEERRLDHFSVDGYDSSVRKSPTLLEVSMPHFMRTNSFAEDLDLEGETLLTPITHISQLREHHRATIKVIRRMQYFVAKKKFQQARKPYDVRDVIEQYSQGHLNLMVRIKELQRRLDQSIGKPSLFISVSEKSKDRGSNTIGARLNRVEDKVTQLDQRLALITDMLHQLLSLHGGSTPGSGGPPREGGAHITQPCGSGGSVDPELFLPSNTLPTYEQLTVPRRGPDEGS
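Material: CHO-K1 cells stably expressing KCNQ1. Medium: assay buffer for compound exposure, DMSO matched across wells. Reagent: K+/Tl+ depolarizing stimulus. Compound dosing: single-concentration screen. Times: 37 °C overnight plating, 90-min dark dye load, 20-min compound pretreatment. Technique: FluxOR Tl+ flux fluorescence.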
KCNQ1 block – blocks the human KCNQ1 potassium channel; P51787; CHO-K1 KCNQ1, FluxOR thallium flux fluorescence; active compounds read high; B-score at 10 µM; hit rate 1.3% among 310,000;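 active = compounds whose thallium flux B-score, printed positive for inhibition, exceeds three library SD while starting fluorescence stays within three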;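 also: channel opened by potassium depolarization with thallium stimulus after 20 min compound exposure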
hERG protect – hERG (human) protection from proarrhythmic block; CHO-hERG, FluxOR thallium flux, dofetilide IC70 present; Q12809; activation (rescue from dofetilide block), less the hit threshold, % at 10 µM; hit rate 0.51% among 310,000;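 active = activation above the mean of controls blocked by dofetilide plus 5 SD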;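 also: thallium influx through hERG after potassium depolarization seen as dye fluorescence rise; in these data hits start at about 4.7%; inactives centre near -7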
ANO1 activ – activates or potentiates the mouse TMEM16A chloride channel. hit rate 0.3% among 340,000. HEK293 TMEM16A/YFP-H148Q/I152L, iodide quench fluorescence; active compounds read low. AID 623877. Q8BHY3. B-score at 10 µM;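 active = fluorescence-ratio B-score plate-corrected deviation score at least 3 library SD below zero, with starting fluorescence score within 5 deviations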;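 also: channel opened by trigger with iodide after compound preincubation; score built on the fluorescence ratio of max minus min over baseline; more negative score means more quench and so TMEM16A activation or potentiation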
KCNK3 block – human KCNK3 channel inhibition, primary screen; CHO-KCNK3 thallium flux, FluxOR fluorescence; active compounds read low; hit rate 0.84% among 340,000; B-score at 10 µM; O14649;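 active = B-score under library mean minus 4 SD, starting fluorescence ratio at most library mean plus 5 SD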;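 also: more negative B-score means stronger inhibition of thallium flux through KCNK3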
TRPC4 PAM – allosterically enhances the mouse TRPC4 cation channel | hit rate 0.42% among 310,000 | AID 2227 | Q9QUQ5 | HEK293 TRPC4beta/mu-opioid, DAMGO EC20, Fluo-4 Ca2+ flux; active compounds read high | B-score at 10 µM;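 active = B-score of calcium response area above 5 SD of library B-scores, with initial fluorescence ratio within 5 SD of library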;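 also: B-score of integrated fluorescence ratio over time as area under calcium response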
* marks the source's active call; other numbers are inactive results; i = inactive; / = no result given.

SMILES	KCNK9 inh	Dyrk1A ADPGlo	TRPC4 agonist	TMEM16A inh	HDAC3 inh	KCNQ1 act	KCNQ1 block	hERG protect	ANO1 activ	KCNK3 block	TRPC4 PAM
Cc1cc(OCC(=O)N2CCCN(C)CC2)ccc1Cl	i	-6	i	i	0	i	i	-7	i	i	i
O=C1NC2NC(=O)N([N+](=O)[O-])C2N1 (centres undefined)	i	/	i	i	-2	i	i	-3	i	i	i
NS(=O)(=O)OC(CCc1ccccc1)C(Cl)(Cl)Cl (centres undefined)	i	4	i	i	4	i	i	-3	i	i	12*
N#CC(c1cccnc1)N1CCOCC1 (centres undefined)	i	5	i	i	3	i	i	-8	/	i	i
COC(=O)C(C)Oc1cc(C)cc2oc(=O)c3c(c12)CCC3 (centres undefined)	i	8	i	i	-88	i	i	-4	i	i	i
O=C(O)c1cccc(NC(=O)N2C[C@H]3C[C@@H](C2)c2cccc(=O)n2C3)c1	i	3	i	i	2	i	i	-6	i	i	i
Clc1cccc(CN2CCCCC2c2cccnc2)c1 (centres undefined)	i	-8	i	i	-1	i	i	-8	i	i	i
O=C(Cc1ccccc1)N1CCN(CC2CC=CCC2)CC1 (centres undefined)	i	-8	i	i	-1	i	i	-2	i	i	i
CC1OC(NCCc2ccccc2)C(O)C(O)C1O (centres undefined)	i	5	i	i	8	i	i	-4	i	i	i
Cc1c(C(=O)C(=O)N2CCOCC2)c2ccccc2n1Cc1ccccc1	i	8	i	i	/	i	i	-12	i	i	i
O=C(OC1CCN(CCCl)CC1)C(c1ccccc1)c1ccccc1	/	5	/	i	0	/	/	/	i	i	/
O=C(c1cccc(C(F)(F)F)c1)C1CCCN(Cc2ccccc2O)C1 (centres undefined)	i	0	i	i	-4	i	i	-13	i	i	i
CCNCC1(c2ccc(OC)c(OC)c2)CCCC1	i	-4	i	i	-6	i	i	-9	i	i	i
O=C1C2CCCN2C(c2cccnc2)N1c1ccc(Cl)c(Cl)c1 (centres undefined)	i	-1	i	i	-1	i	i	-10	i	i	i
C[N+](C)(N)CCOC(=O)C(O)(c1ccccc1)C1CCCCC1 (centres undefined)	i	1	i	i	-8	i	i	-9	i	i	i

Full records, looked up by structure. Values in the order: KCNK9 inh, Dyrk1A ADPGlo, TRPC4 agonist, TMEM16A inh, HDAC3 inh, KCNQ1 act, KCNQ1 block, hERG protect, ANO1 activ, KCNK3 block, TRPC4 PAM
Shown for O=C(c1cccc(C(F)(F)F)c1)C1CCCN(Cc2ccccc2O)C1 (centres undefined) = i, 0, i, i, -4, i, i, -13, i, i, i
Shown for C[N+](C)(N)CCOC(=O)C(O)(c1ccccc1)C1CCCCC1 (centres undefined) = i, 1, i, i, -8, i, i, -9, i, i, i
Shown for Cc1cc(OCC(=O)N2CCCN(C)CC2)ccc1Cl = i, -6, i, i, 0, i, i, -7, i, i, i
Shown for O=C(OC1CCN(CCCl)CC1)C(c1ccccc1)c1ccccc1 = /, 5, /, i, 0, /, /, /, i, i, /
Shown for O=C(O)c1cccc(NC(=O)N2C[C@H]3C[C@@H](C2)c2cccc(=O)n2C3)c1 = i, 3, i, i, 2, i, i, -6, i, i, i

Next part.
SMILES	KCNK9 inh	Dyrk1A ADPGlo	TRPC4 agonist	TMEM16A inh	HDAC3 inh	KCNQ1 act	KCNQ1 block	hERG protect	ANO1 activ	KCNK3 block	TRPC4 PAM
CC12CN3CCN(CC(C3)C1O)C2 (centres undefined)	i	3	i	i	-2	i	i	-9	i	i	i
C=C1C[C@@H]2[C@H](CC[C@]3(C)C(=O)CC[C@@H]23)[C@@]2(C)C=CC(=O)C=C12	i	/	i	i	-1	i	i	-4	/	/	i
C[n+]1c(-c2ccccc2)cc(-c2ccc(O)cc2)cc1-c1ccccc1	i	-1	i	i	4	i	i	-23	i	i	i
CC(=NCC1CCCO1)c1c(O)n(Cc2ccccc2)c(=O)[nH]c1=O (centres undefined)	i	4	i	i	13	i	i	-6	i	i	i
CCC1=Nc2cc(C(=O)N3CCC4(CC3)OCCO4)ccc2Sc2ccc(Br)cc21	i	/	i	100*	-11	i	i	-6	i	i	i
Cc1ccccc1NC(=O)CCl	i	10	i	i	2	i	i	-14	i	i	i
COCCCNC(=O)c1c(NC(=O)c2ccco2)n(Cc2ccccc2)c2nc3ccccc3nc12	i	-9	i	i	-37	i	i	-7	i	i	i
CCn1c(O)c(C=NCc2ccccc2)c(=O)[nH]c1=S	i	-2	i	i	-7	i	i	-8	i	i	i
CCCCCn1c(=O)c(C(=O)Nc2ccccc2C)c(O)c2ccccc21	i	-2	i	i	-4	i	i	-1	i	i	i
COc1ccc(CNC(=O)/C=C/c2ccc3[nH]cc(CCN(C)C)c3c2)cc1	i	5	45*	i	9	i	i	-5	i	i	i
CN1CCC(O)(c2ccccc2)C2CCCC21 (centres undefined)	i	1	i	i	-2	i	i	-5	i	i	i
O=C1NC(=O)C(CCc2ccncc2)(Cc2cccc(Cl)c2Cl)C(=O)N1c1ccc(Br)cc1 (centres undefined)	i	/	i	i	20	i	i	-10	i	i	i
CCCCCn1c(=O)c(C(=O)Nc2cccc(C)c2)c(O)c2ccccc21	i	/	i	i	0	i	i	0	i	i	i
Cc1ccc(OCC(=O)Nc2ccc(Cl)cc2C(=O)c2ccccc2)cc1	i	-1	i	i	6	i	i	-5	i	i	i
CN1CC(C(=O)c2ccc(Cl)cc2)C(c2ccccc2)C1 (centres undefined)	i	-2	i	i	3	i	i	-4	i	i	i
CCCCCCNc1nc(OC)nc(N2CC3CC(C2)c2cccc(=O)n2C3)n1 (centres undefined)	i	-4	i	i	-2	i	i	-4	i	i	i
Cc1ccc(C)c(NC2=NCCCS2)c1	i	3	i	i	-3	i	i	-6	i	i	i
O=C(c1cn(Cc2ccccc2)c2ccccc12)C1CC1	i	-4	i	i	-2	i	i	-4	i	i	i
O=c1[nH]c(=O)n(-c2cccc3ccccc23)c(O)c1/C=N/N1CCCCC1c1cccnc1 (centres undefined)	i	3	i	i	0	i	i	-9	i	i	i
COC(=O)[C@]1(C)C[C@H]1[C@H](NP(=O)(c1ccccc1)c1ccccc1)c1ccccc1	i	-3	i	i	2	i	i	-2	i	i	i
Clc1ccc(OCC#CCN2CCCC2)cc1	i	5	i	i	-6	i	i	-6	i	i	24*
N/C(=N\[N+](=O)[O-])N1CCN(C(=O)c2ccccc2)CC1	i	/	i	i	1	i	i	-1	/	/	i
CSc1ncc(CN2CCCC(C(=O)c3ccccc3SC)C2)cn1 (centres undefined)	i	0	i	i	18	i	i	-15	i	i	i
CCOP(=O)(OCC)C(NC(=O)c1ccccc1)C(Cl)(Cl)Cl (centres undefined)	i	9	i	i	-4	i	i	-4	i	i	i
COc1ccc(OCC(=O)N2CCN(Cc3ccc4c(c3)OCO4)CC2)cc1	i	7	i	i	1	i	i	-18	i	i	i
COc1ccc(CN2CCN(C(=O)COc3cccc(C)c3)CC2)c(OC)c1	i	-6	i	/	/	i	i	-2	i	i	i
O=C(c1ccccc1)C(CN1CCCC1)c1ccccc1 (centres undefined)	i	-2	i	i	1	i	i	-7	i	i	i
Cc1ccc2c(c1)C1CN(C)CCC1N2C(=O)Nc1cccc(Cl)c1 (centres undefined)	i	4	i	i	-1	i	7*	-13	i	i	i
COc1ccccc1-n1c(O)c(C=NCCN2CCNCC2)c(=O)[nH]c1=O	i	2	i	i	-1	i	i	-7	i	i	i
Cc1ccc2nc(N3CCN(C)CC3)[nH]c2c1	i	-17	i	i	-1	i	i	-1	i	i	i

Results in TRPC4 PAM, KCNK3 block and KCNK9 inh (4 entries from above):
Compound,TRPC4 PAM,KCNK3 block,KCNK9 inh
Cc1ccc(C)c(NC2=NCCCS2)c1,i,i,i
COc1ccc(CN2CCN(C(=O)COc3cccc(C)c3)CC2)c(OC)c1,i,i,i
COC(=O)[C@]1(C)C[C@H]1[C@H](NP(=O)(c1ccccc1)c1ccccc1)c1ccccc1,i,i,i
Cc1ccc2nc(N3CCN(C)CC3)[nH]c2c1,i,i,i

(further entries)
SMILES	KCNK9 inh	Dyrk1A ADPGlo	TRPC4 agonist	TMEM16A inh	HDAC3 inh	KCNQ1 act	KCNQ1 block	hERG protect	ANO1 activ	KCNK3 block	TRPC4 PAM
COc1ccc(CCn2c(O)c(C=NCCCn3ccnc3)c(=O)[nH]c2=O)cc1OC	i	-3	i	i	1	i	i	-16	i	i	i
COc1ccc(/C=N\N=C(N)N)cc1	i	-6	i	i	1	i	i	-12	i	i	i
Oc1ccc(CC2CC3CCN2CC3)cc1O (centres undefined)	i	4	i	i	1	i	i	-5	i	i	i
CCC(=NCCCN1CCOCC1)c1c(O)n(-c2ccccc2C)c(=O)[nH]c1=O	i	/	i	i	16	i	i	-13	i	i	i
CCOC(=O)C(O)(c1ccc(N=Cc2ccccc2O)c(C)c1)C(F)(F)F (centres undefined)	i	1	i	i	8	i	i	-9	i	i	i
CC(C)(C)NC(=O)NC(=O)CN1CC=C(c2ccccc2)CC1	i	-3	i	i	4	i	i	-9	i	i	i
Cc1ccc(C(O)(C(=O)NNC(=O)CN2CCN(C)CC2)c2ccc(C)cc2)cc1	i	-1	i	i	-2	i	i	-5	i	i	i
CO[C@H]1CC=C2CCN3CCC4=C(CC(=O)OC4)[C@]23C1	/	-8	/	i	-1	/	/	/	i	i	/
O=C1OC(c2ccc([N+](=O)[O-])cc2)=N/C1=C/N1CC2CC(C1)c1cccc(=O)n1C2 (centres undefined)	i	/	96*	i	/	i	i	-14	i	i	i
COC1C(OC(=O)c2ccc(C)[nH]2)C(O)C(Oc2ccc3c(O)c(NC(=O)c4ccc(O)c(CC=C(C)C)c4)c(=O)oc3c2Cl)OC1(C)C (centres undefined)	/	10	/	100*	18	/	/	/	i	i	/
Cn1c(O)c(Cc2ccc(OCc3ccccc3)cc2)c(=O)n(C)c1=O	i	6	i	i	3	i	i	-7	i	i	i
CCCNC(=O)N1CCC2(CC1)OCCO2	i	2	i	i	3	i	i	-7	i	i	i
COC(=O)C1=Nc2ccccc2/C1=C\c1c(O)n(C)c(=O)n(C)c1=O	i	/	i	i	0	i	i	-9	i	i	i
CC(Cc1ccccc1)NC(=O)Cc1ccc(N(C)C)cc1 (centres undefined)	i	-3	i	i	1	i	i	-8	i	i	i
CC1(C)CN=C(Nc2nc3ccccc3s2)S1	i	-2	i	i	8	i	i	-3	i	i	i
Cc1cccc(C)c1OP(N)(=O)OCC(F)(F)F (centres undefined)	i	-1	i	i	1	i	i	-6	i	i	i
Clc1ccc(C(Cn2ccnc2)OCc2csc3c(Cl)cccc23)c(Cl)c1 (centres undefined)	/	3	/	i	6	/	/	/	i	-12*	/
COc1cc(-n2c(=S)[nH]c3ccccc3c2=O)c(Cl)cc1Cl	i	1	i	i	10	i	i	-1	i	i	i

The list is partial. The share of hits here may be higher or lower than overall.
